Bioassay records: PubChem BioAssay, The Scripps Research Institute Molecular Screening Center
GSTO1 inh – blocks human GSTO1 in RBBP9 counter-screen; recombinant GSTO1, activity-based probe fluorescence polarization; inhibition, % at 5.96 µM; 300,000 compounds, 1.1% hits;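 active means inhibition above the campaign mean inhibition plus 3 SD, cut at about 35% in these data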;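 further: 0% = GSTO1-1 with DMSO and 100% = wells lacking GSTO1-1 enzyme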
pPAFAH inh – pPAFAH (human) enzyme inhibition | 330,000 compounds, 1.5% hits | inhibition, % at 3.39 µM | recombinant pPAFAH, FP-rhodamine probe fluorescence polarization | Q13093;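 active means inhibition above the mean inhibition across the screen plus 3 SD, cut at about 25% in these data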;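 further: inhibitors block binding of the rhodamine activity-based probe so polarization drops; 0% = enzyme with DMSO and 100% = wells lacking pPAFAH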
PAFAH1B2 inh – inhibitors of human PAFAH1B2 | P68402 | recombinant PAFAH1B2, FP-rhodamine activity probe, fluorescence polarization | inhibition, % at 3.39 µM | 340,000 compounds, 1.2% hits | AID 492953;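 active means inhibition above the mean of all tested compounds plus 3 SD, cut at about 24% in these data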;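 further: 0% = enzyme with DMSO and 100% = wells lacking PAFAH1B2; many of its hits are not listed in these tables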
PREPL inhibitor – inhibits the human prolyl oligopeptidase-like enzyme | Q4J6C6 | recombinant PREPL, fluorescence polarization activity-based probe | inhibition, % at 5.96 µM | 320,000 compounds, 0.68% hits | AID 2751; in the data active means inhibition above about 43%;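 further: 0% = enzyme with DMSO and 100% = wells lacking enzyme; many of its hits are not listed in these tables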
Target sequence (Q4J6C6 whole entry, looked up): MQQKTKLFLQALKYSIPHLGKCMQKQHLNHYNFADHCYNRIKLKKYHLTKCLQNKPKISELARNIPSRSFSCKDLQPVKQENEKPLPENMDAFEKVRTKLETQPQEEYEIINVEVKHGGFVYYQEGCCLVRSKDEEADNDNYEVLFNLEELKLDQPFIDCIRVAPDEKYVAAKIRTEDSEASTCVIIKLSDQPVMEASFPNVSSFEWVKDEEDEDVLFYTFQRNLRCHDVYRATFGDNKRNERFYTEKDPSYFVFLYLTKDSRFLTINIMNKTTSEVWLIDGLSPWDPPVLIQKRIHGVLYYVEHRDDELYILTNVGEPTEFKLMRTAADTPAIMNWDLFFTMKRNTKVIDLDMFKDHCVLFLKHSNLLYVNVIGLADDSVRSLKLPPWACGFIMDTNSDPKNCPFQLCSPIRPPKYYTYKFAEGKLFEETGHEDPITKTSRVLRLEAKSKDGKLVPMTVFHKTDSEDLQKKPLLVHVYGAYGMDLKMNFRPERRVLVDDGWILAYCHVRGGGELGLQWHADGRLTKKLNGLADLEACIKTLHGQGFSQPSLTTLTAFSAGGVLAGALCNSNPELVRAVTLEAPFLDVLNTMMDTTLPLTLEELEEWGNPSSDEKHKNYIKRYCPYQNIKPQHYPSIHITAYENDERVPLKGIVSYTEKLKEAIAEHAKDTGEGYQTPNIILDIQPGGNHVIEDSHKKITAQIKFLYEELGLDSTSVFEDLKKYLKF
PAFAH2 inh – inhibitors of human PAFAH2; recombinant PAFAH2, FP-rhodamine activity probe, fluorescence polarization; inhibition, % at 3.39 µM; 340,000 compounds, 0.99% hits;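 active means inhibition above the mean over all tested compounds plus 3 SD, cut at about 30% in these data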;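 further: inhibitors block probe labeling of enzyme so polarization drops; 0% = enzyme with DMSO and 100% = wells lacking PAFAH2 protein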
PAFAH1B3 FP inh – inhibitors of human PAFAH1B3; Q15102; inhibition, % at 3.39 µM; recombinant PAFAH1B3, FP-rhodamine probe, fluorescence polarization; AID 492972; 340,000 compounds, 0.28% hits;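 active means inhibition above the screen-wide average of all tested compounds plus 3 SD, cut at about 25% in these data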;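 further: 0% = enzyme with DMSO only and 100% = wells lacking PAFAH1B3 protein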
Target sequence (Q15102 whole entry, looked up): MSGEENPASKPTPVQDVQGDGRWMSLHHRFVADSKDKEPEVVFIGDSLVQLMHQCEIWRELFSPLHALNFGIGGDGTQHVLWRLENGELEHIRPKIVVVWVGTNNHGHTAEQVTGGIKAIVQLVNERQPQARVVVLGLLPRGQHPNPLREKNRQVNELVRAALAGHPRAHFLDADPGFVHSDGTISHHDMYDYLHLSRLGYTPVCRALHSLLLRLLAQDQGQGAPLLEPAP
LYPLA1 inh – blocks human lysophospholipase 1, a PME1 counter-screen | recombinant LYPLA1, FP-Rh probe fluorescence polarization | O75608 | 320,000 compounds, 0.16% hits | inhibition, % at 5.9 µM;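 active means inhibition above the mean of all tested compounds plus 3 SD, set per campaign, cut at about 14% in these data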;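 further: inhibitors block serine hydrolase probe labeling of LYPLA1 so polarization falls; 0% = enzyme with DMSO and 100% = wells lacking LYPLA1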
LYPLA2 inh – blocks human lysophospholipase 2, a PME1 counter-screen. O95372. recombinant LYPLA2, FP-Rh probe fluorescence polarization. inhibition, % at 5.9 µM. 320,000 compounds, 0.38% hits;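 active means inhibition above the screen-wide mean plus 3 SD, limit set per campaign, cut at about 26% in these data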;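 further: 0% = LYPLA2 with DMSO and 100% = wells lacking LYPLA2 enzyme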
PAD4 FP inh – inhibitors of human PAD4. inhibition, % at 6.36 µM. recombinant PAD4, RCA probe fluorescence polarization. AID 485272. 330,000 compounds, 0.41% hits. Q9UM07;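 active means percent inhibition above a cutoff equal to the mean of all tested compounds plus 3 SD, cut at about 15% in these data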;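 further: 0% = PAD4 with RCA probe and DMSO and 100% = probe without PAD4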
The depositor's hits bear a star; nt = not tested or not shown.

Results follow in this order: GSTO1 inh	pPAFAH inh	PAFAH1B2 inh	PREPL inhibitor	PAFAH2 inh	PAFAH1B3 FP inh	LYPLA1 inh	LYPLA2 inh	PAD4 FP inh
Cc1cccc(/C=C2\Sc3ccc(C(=O)N4CCC(C(N)=O)CC4)cc3N(C)C2=O)c1
 : -13	10	2	12	13	7	-1	15	2
Cc1ccc(Nc2nc3ccccc3s2)c(C)c1
 : 1	0	1	14	2	3	-5	-1	-1
O=c1c(C(c2ccc(O)cc2)c2c(O)nc3n(c2=O)CCS3)c(O)nc2n1CCS2
 : -6	4	-1	0	12	4	-3	-6	-1
C/C(=N/NS(=O)(=O)c1ccc(Cl)cc1)c1ccc2c(c1)OCO2
 : 8	9	18	2	2	13	3	8	1
CN(C)c1ccc(NC(=O)c2cccc([N+](=O)[O-])c2)c2ccccc12
 : 5	6	-1	5	-7	-1	-1	-3	-2
O=c1onc(-c2ccc(Cl)cc2Cl)n1-c1cccnc1
 : 0	3	4	3	2	8	1	2	-4
Cc1cnc(-c2nnc(N(C)C(=O)C3CCCO3)s2)cn1 (stereo unspecified)
 : 3	8	-1	-4	-2	1	6	8	-1
CC1CN(C(=O)CSc2nnc(-c3ccccc3)o2)CC(C)O1 (stereo unspecified)
 : 4	0	-1	-2	1	0	-5	0	2
CCCCN(C(=O)CCC(=O)Nc1cc(C)on1)C(C(=O)NC1CCCC1)c1ccc(OC)cc1 (stereo unspecified)
 : 1	-1	8	1	-4	-1	-3	-3	0
Cc1nc2ccc(NC(=O)CCS(=O)(=O)c3ccc(Cl)cc3)cc2s1
 : -5	1	8	2	3	-1	-1	7	3
O=C(CSc1nnc(-c2cccnc2)o1)Nc1ccccc1F
 : 1	2	3	-5	-2	8	-2	-3	2
O=C(N[C@@H](Cc1c[nH]c2ccccc12)C(=O)O)c1ccc(Cl)cc1
 : 11	-1	9	1	1	1	1	5	-5
CCOc1ccc(NC(=O)CN(C)C(=O)CC2OC(=O)c3ccccc32)cc1OCC (stereo unspecified)
 : -11	6	5	-5	6	13	3	7	1
N#Cc1nc(-c2ccccc2)oc1N1CCC(C(N)=O)CC1
 : -10	2	3	15	10	5	0	4	4
CC1(C)CC(=O)C2=C(C1)N=C1SCCC(=O)N1C2c1ccc(C(F)(F)F)cc1 (stereo unspecified)
 : 5	6	-3	4	-2	6	1	-2	1
COc1cccc(NC(=O)CCCCCn2nnc3ccccc3c2=O)c1
 : -4	8	1	5	-11	4	2	5	5
S=c1nc[nH]c2c1ncn2C1CCCO1 (stereo unspecified)
 : 1	2	0	17	-6	6	1	3	6
Cc1ccc(CNC(=O)c2cn(C3CCCCC3)c(=O)c3c2c2ccccc2n3C)o1
 : -5	5	2	14	1	11	-2	1	-5
Cc1cc(C(=O)C(C)OC(=O)C2=NNC(=O)CC2)c(C)n1-c1ccc(OC(F)F)cc1 (stereo unspecified)
 : 8	2	7	10	3	19	-2	-8	-11
O=c1nc(Nc2ccccc2)oc2ccccc12
 : -7	-4	1	-3	-7	-1	-3	-2	1
Cc1ccc(Sc2ncccc2N)cc1
 : -7	-1	nt	5	nt	nt	3	2	-5
COC(=O)c1c(-c2ccc(OC)cc2)sc2cc3c(cc12)OCO3
 : nt	3	2	28	0	10	-1	-5	4
CCC(=O)Oc1ccc(C(=O)Nc2cccc(C(=O)NC(C)(C)C)c2)cc1
 : -4	2	-3	6	2	6	-4	-3	115*
Cc1ccc2c(c1)C(=O)C(=O)N2CCCOc1ccccc1C
 : 2	6	3	3	4	2	1	6	-5
c1ccc2cc(Sc3ncnc4c3oc3ccccc34)ccc2c1
 : 4	8	7	2	0	6	-3	0	-1
Cc1ccc(S(=O)(=O)NCCS(=O)(=O)N2CCN(c3ccc(F)cc3)CC2)cc1
 : 1	8	11	-84	1	12	5	13	-10
CCCN(CC1CC1)C(=O)COc1ccccc1C(=O)NCc1ccccc1
 : -3	7	0	-8	-2	5	1	2	-1
O=C(Nc1ccc(S(=O)(=O)NC2=NCCCCC2)cc1)c1ccc(Cl)cc1Cl
 : -33	2	4	-6	1	5	-2	3	2
Cc1ccc(-n2nnnc2-c2cnoc2-c2cccc(F)c2)cc1
 : -2	-5	9	-6	1	0	1	3	-4
CO/N=C/c1ccc(N2CCN(C(=O)c3cccc(Cl)c3)CC2)c([N+](=O)[O-])c1
 : -1	2	7	-1	4	3	4	19	4
CN(C(=O)COC(=O)c1ccc(=O)n(Cc2ccccc2)n1)C1CCCCC1
 : nt	7	6	33	3	-1	2	7	-4
Cc1ccc(Sc2ccc(CN3CCCC3)cc2[N+](=O)[O-])cc1
 : -2	-2	0	-5	1	1	1	0	-3
CCN(CC)S(=O)(=O)c1ccc(N2CCN(C)CC2)c(NC(=O)Nc2ccc(C)cc2)c1
 : -3	15	3	4	-5	1	-8	0	-2
Cc1ccc(Cl)cc1N1CCN(C(=O)c2cn(C)c(=O)c3c2c2ccccc2n3C)CC1
 : 4	0	6	6	8	-3	-3	-2	-1
CCCCC(NC(=O)Cc1c(C)c2cc3c4c(oc3cc2oc1=O)CCCC4)C(=O)O (stereo unspecified)
 : 4	1	2	19	15	5	-1	8	1
COc1ccc(CN2C(=O)c3ccccc3C2OC)cc1 (stereo unspecified)
 : 4	-6	4	11	3	7	-1	0	-6
Cc1cc(NS(=O)(=O)c2ccc(NC(=O)/C=C/c3c(F)cccc3Cl)cc2)no1
 : -16	14	-3	-15	1	5	-8	0	-2
COc1ccc(N2CCN(C(=O)Cn3nnc(-c4ccccc4N)n3)CC2)cc1
 : -1	2	-1	30	1	4	4	11	2
CC(NC(=O)c1ccccc1NC(=O)c1ccncc1)c1ccccc1 (stereo unspecified)
 : 4	2	1	1	1	1	2	3	-3
CCn1c(SCC(=O)N2CCCCC2)nc(O)cc1=O
 : 7	6	7	0	10	7	-2	-1	5
Cc1ccccc1C(=O)Nc1ccnn1C1CCN(Cc2cnn(C(C)C)c2)CC1
 : 6	3	3	17	9	1	2	10	2
CCN(CC)S(=O)(=O)c1ccc(NC(=O)c2ccc(Sc3nncn3C)c([N+](=O)[O-])c2)cc1
 : -21	7	-1	11	-5	9	-5	-3	-3
CC(C)c1ccc2c(c1)C(N1CCNCC1)Cc1ccc(F)cc1S2 (stereo unspecified)
 : 4	0	nt	-32	nt	nt	2	6	-1
Cc1c(NC(=S)NC(=O)CCc2ccccc2)c(=O)n(-c2ccccc2)n1C
 : 13	0	9	-2	2	10	1	-2	-2
Cc1ccc(CC2C(=O)N(CC(=O)O)C(=O)C2C)cc1 (stereo unspecified)
 : -11	-12	3	14	1	5	-4	-2	-4
CC1CC1C(=O)OCC(=O)c1c(N)n(C)c(=O)n(C)c1=O (stereo unspecified)
 : 7	-1	3	14	5	11	-1	-5	2
NC(=O)c1ccc(SCC(=O)OCC(=O)N2CCCC2=O)c([N+](=O)[O-])c1
 : -5	7	4	8	4	7	0	-1	1
CS(=O)(=O)N1CCc2cc(C(=O)N3CCN(c4ccccc4)CC3)ccc21
 : -3	8	5	3	-21	-1	3	9	0
Cc1ccc(C(=O)N2CCN(c3cnn(C)c(=O)c3Cl)CC2)cc1
 : -1	2	-1	8	-5	3	-1	5	-1
O=C(Cc1csc(NC(=O)c2ccc(F)cc2)n1)NO
 : -1	4	13	-3	10	24	5	8	4

Further records.
Results follow in this order: GSTO1 inh	pPAFAH inh	PAFAH1B2 inh	PREPL inhibitor	PAFAH2 inh	PAFAH1B3 FP inh	LYPLA1 inh	LYPLA2 inh	PAD4 FP inh
CCc1ccc(NC(=O)COC(=O)CCCC2=NS(=O)(=O)c3ccccc3N2)cc1
 : 9	-2	-4	9	5	6	-2	0	-1
Cc1cc(C)c2nc(-c3ccccn3)cc(C(=O)Nc3ccc(S(=O)(=O)Nc4cc(C)on4)cc3)c2c1
 : -12	13	-6	-3	5	2	-8	-3	-2
c1ccc(N2CCN(c3ccccc3)C2c2ccncc2)cc1
 : 0	6	8	18	7	2	-3	6	-2
COC(=O)c1c(C(=O)OC)c(-c2cccc(F)c2)n2c1CS(=O)C2 (stereo unspecified)
 : -4	-2	6	-13	3	3	-1	0	-3
CCCCc1ccc(NC(=O)N[C@H](C(=O)O)C(C)CC)cc1 (stereo partly specified)
 : 9	4	10	-1	2	3	4	18	2
COc1ccc(OC)c(NC(=O)COC(=O)c2ccc(OC)c(S(=O)(=O)N3CCOCC3)c2)c1
 : nt	0	5	-3	13	12	0	-1	-3
O=C(CCOc1ccccc1)Nc1ccnn1C1CCN(C(=O)CCC(F)(F)F)CC1
 : 2	5	0	3	-11	5	1	10	1
COc1ccccc1NC(=O)CN(Cc1ccco1)C(=O)c1ccc(N2CCCC2=O)cc1
 : nt	-1	3	12	8	-3	nt	nt	-1
Nc1nccnc1C(=O)OCC(=O)Nc1ccc2[nH]c(=O)[nH]c2c1
 : -45	9	12	16	-4	8	-3	-4	1
CCN(CC)S(=O)(=O)c1cccc(-c2nnc(SCC(=O)NCCC3=CCCCC3)n2N)c1
 : 5	2	7	0	-3	-2	2	-2	2
Cc1onc(-c2ccccc2Cl)c1C(=O)N1C=CC(C(F)(F)Cl)=NCC1
 : 4	5	0	-1	3	1	1	10	8
Cc1nnc(NC(=O)c2sc3ccccc3c2Cl)s1
 : -17	1	2	4	2	7	-4	-4	-1
COc1ccc(CC(=O)OCC(=O)NCC2CCCO2)cc1OC (stereo unspecified)
 : nt	-2	2	17	-3	0	3	-4	0
O=c1c(Br)c(N2CCOCC2)cnn1-c1ccccc1
 : 6	2	10	-4	5	7	-1	0	-2
O=[N+]([O-])c1ccc(/C=C/c2ccc3cccc(O)c3n2)cc1
 : 24	17	-3	15	2	13	1	-2	-6
O=C(c1ccc(S(=O)(=O)Nc2cccc(C(F)(F)F)c2)cc1)N1CCN(c2ccccc2O)CC1
 : -10	21	1	5	8	4	-2	0	-1
O=C(OCCN1C(=O)c2ccccc2C1=O)c1cccs1
 : 11	-2	-2	8	-4	11	-2	12	4
CCCn1c(SCN2C(=O)c3ccccc3C2=O)nc2cc(Cl)ccc2c1=O
 : 6	3	2	-5	-9	-1	-3	-3	-4
CN1CCNC(=O)C1CC(=O)O (stereo unspecified)
 : -7	4	-3	12	-2	6	-3	2	-1
Oc1ccc(/C=N/Nc2ccnc3cc(Cl)ccc23)cc1O
 : 38*	36*	25*	54*	20	54*	-14	10	-4
Cc1ccc(C)c(NC(=O)CN(C)C(=O)C2COc3ccccc3O2)c1 (stereo unspecified)
 : nt	-3	1	-7	-4	7	-2	-8	-4
CC1(C)CC(=O)C=C(c2cccnc2)C1
 : 5	-3	3	-1	-2	0	-1	-5	1
CC(C)(C)OC(=O)C[C@H]1C/C=C\C[C@H](CC(=O)N(CCO)Cc2ccccc2)C(=O)NCCOC1=O
 : nt	-4	8	14	5	-3	nt	nt	1
CNc1ncnc2sc(-c3ccccc3)cc12
 : -13	8	0	2	0	7	-4	2	1
CC(C)N1CCN(Cc2ccc(C#CC(C)(C)O)s2)CC1CCO (stereo unspecified)
 : -5	2	-6	-4	-3	0	2	-6	-5
N#C/C(=C\N1CCN(Cc2ccc3c(c2)OCO3)CC1)c1nc2ccccc2s1
 : -7	8	1	18	-7	4	11	50*	-7
COc1ccc(N2C(=O)[C@@H]3[C@H](C2=O)[C@H]2C=CC=NN2[C@@H]3C(=O)Nc2ccc(Cl)cc2)cc1
 : 13	8	nt	27	nt	nt	-5	-10	1
COc1ccc(-n2cc(CN(C)Cc3n[nH]c(=O)[nH]3)c(-c3cccc(F)c3)n2)cc1
 : -5	-2	9	12	7	4	-3	-5	6

A portion of the library; rates above refer to the full screens.
